GDH-TPI counter – counter-screen for M. tuberculosis FBA inhibitors: GDH-TPI coupled enzymes | 1.2% of 360,000 active | GDH-TPI coupled enzyme counterscreen, NADH absorbance | AID 588335 | inhibition, % at 4.8 µM; in the data active means inhibition above about 30%;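 further: 0% = DMSO wells and 100% = wells lacking the enzyme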
PrPC TRFRET – inhibitors of human cell surface prion protein PrPC. TR-FRET read-out. 0.43% of 370,000 active. inhibition, % at 13.8 µM. P04156; in the data active means inhibition above about 24%; further: 0% = median of the test wells and 100% = reference compound wells
UGM FP inh – blocks M. tuberculosis UGM enzyme; purified UGM, fluorescence polarization probe displacement; inhibition, % at 10 µM; 0.06% of 320,000 active; in the data active means inhibition above about 10%, passing the limit was not always enough; inconclusive means no clear call, values can overlap the other calls
Target sequence (P9WIQ1 whole entry, looked up): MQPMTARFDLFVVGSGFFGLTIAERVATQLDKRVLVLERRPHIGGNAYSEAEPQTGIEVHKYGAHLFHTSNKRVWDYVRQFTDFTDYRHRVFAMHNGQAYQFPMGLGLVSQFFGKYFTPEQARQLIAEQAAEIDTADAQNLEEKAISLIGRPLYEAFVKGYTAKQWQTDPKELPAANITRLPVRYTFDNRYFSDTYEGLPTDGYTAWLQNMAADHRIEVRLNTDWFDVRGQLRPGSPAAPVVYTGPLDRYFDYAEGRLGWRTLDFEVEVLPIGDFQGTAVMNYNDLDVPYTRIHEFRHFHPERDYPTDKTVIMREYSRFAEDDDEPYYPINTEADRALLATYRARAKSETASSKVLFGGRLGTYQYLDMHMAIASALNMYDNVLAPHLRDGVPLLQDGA
FBA Mtb inh – inhibitors of M. tuberculosis fructose-bisphosphate aldolase; purified M. tuberculosis FBA, fluorescence read-out; inhibition, % at 1 µM; 2.3% of 360,000 active; AID 588726; in the data active means inhibition above about 27%;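 further: 0% = vehicle and 100% = reference inhibitor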
Mtb BioA inh – blocks M. tuberculosis BioA enzyme activity; purified M. tuberculosis BioA enzyme, plate reader; inhibition, % at 9.99 µM; 0.096% of 360,000 active; in the data active means inhibition above about 40%; inconclusive means no clear call, values can overlap the other calls
BoNT F protease – blocks Botulinum neurotoxin F light chain protease; Multiplex microsphere protease cleavage assay, flow cytometry; inhibition, % at 10 µM; 0.22% of 360,000 active; in the data active means inhibition above about 35%, passing the limit was not always enough; inconclusive means no clear call, values can overlap the other calls; further: plate controls were buffer without enzyme for full effect and enzyme alone for no effect
FadD28 FP inh – inhibitors of Mycobacterium tuberculosis FadD28 bisubstrate binding; inhibition, % at 12.5 µM; AID 588549; 0.22% of 360,000 active; FadD28 bisubstrate probe binding, fluorescence polarization; in the data active means inhibition above about 8.5%, passing the limit was not always enough; inconclusive means no clear call, values can overlap the other calls
Rv3671c inh – inhibits the M. tuberculosis serine protease Rv3671c. inhibition, % at 5.96 µM. 0.048% of 320,000 active. AID 2606; in the data active means inhibition above about 38%;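 further: extracellular domain of Rv3671c used as enzyme; 0% = enzyme with DMSO and 100% = no enzyme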
Target sequence (P9WHR9 whole entry, looked up, the tested form may be a part): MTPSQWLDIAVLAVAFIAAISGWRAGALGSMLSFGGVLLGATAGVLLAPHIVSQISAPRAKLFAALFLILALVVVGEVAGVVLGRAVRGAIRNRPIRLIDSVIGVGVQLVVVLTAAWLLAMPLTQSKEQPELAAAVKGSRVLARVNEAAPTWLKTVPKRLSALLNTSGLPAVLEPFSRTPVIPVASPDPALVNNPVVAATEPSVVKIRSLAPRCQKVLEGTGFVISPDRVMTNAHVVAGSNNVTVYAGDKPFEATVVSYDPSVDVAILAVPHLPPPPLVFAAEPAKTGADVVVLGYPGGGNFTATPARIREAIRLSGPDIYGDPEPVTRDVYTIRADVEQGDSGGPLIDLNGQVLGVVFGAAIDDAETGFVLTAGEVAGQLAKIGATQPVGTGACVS
MazEF act – MazEF (E. coli) toxin RNase activation; P0AE70; FAM/BHQ RNA-DNA oligo cleavage fluorescence, 5 h; activation, % at 20 µM; 0.32% of 350,000 active; in the data active means activation above about 50%
Target sequence (P0AE70 whole entry, looked up): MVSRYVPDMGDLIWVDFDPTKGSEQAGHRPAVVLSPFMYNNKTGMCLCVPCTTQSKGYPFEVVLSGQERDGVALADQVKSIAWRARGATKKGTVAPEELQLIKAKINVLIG
Active calls of the source: *; ? = inconclusive; nt = no result given.

SMILES	GDH-TPI counter	PrPC TRFRET	UGM FP inh	FBA Mtb inh	Mtb BioA inh	BoNT F protease	FadD28 FP inh	Rv3671c inh	MazEF act
C=CCOc1cccc(C2C(C(=O)c3ccc(C)o3)=C(O)C(=O)N2CCN(C)C)c1 (stereo unspecified)	12	8	1.8	0	-3.6	-3	-0.2	-6	-9
CC(C)(C)NC(=O)NC(=O)COC(=O)CCC1CCCCC1	1	-2	-1.3	-5	8.2	10	0.3	4	1
Cc1cc(/C=C(\C#N)C(=O)NCc2ccccc2)c(C)[nH]1	31*	-3	nt	-2	-3.1	-10	2.1	nt	12
O=C(Cn1nc(-c2ccccc2)c2ccccc2c1=O)Nc1ccc(F)cc1	-2	4	-1.7	-1	-0.5	?	-1.5	-4	-4
Cc1cnc(C(=O)N(c2ccc(N3CCOCC3)cc2)C2C(=O)Nc3ccccc3N=C2c2ccc3c(c2)OCO3)cn1 (stereo unspecified)	nt	0	nt	-3	0.9	-8	-4.2	nt	nt
CCNC(=O)CSc1nc2ccccc2c(=O)n1-c1cccc(OC)c1	5	-9	0.5	-2	nt	-1	-0.5	-2	-3
O=C(NC1CC1)C1=C[C@@H](c2ccc(Br)cc2)C[C@@H](OCCCCO)O1	2	0	1.3	-1	-0.1	-5	-1.0	-1	2
O=c1[nH]c2ccc(S(=O)(=O)N3CCCC3)cc2[nH]1	0	1	-0.4	1	1.5	-9	-1.1	5	7
CN(C)CCN(C(=O)c1ccc2ccccc2c1)c1nc2c(F)cc(F)cc2s1	-7	-7	2.5	1	0.4	-6	-5.4	2	-9
Cc1cccc(NC(=O)[C@H](Cc2c[nH]c3ccccc23)NC(=O)[C@@H]2Cc3ccccc3CN2)c1	-7	-5	-0.8	-1	-2.0	-10	-3.4	6	-5
O=S1(=O)CC(N2CC=CC2)CN1C1CCCCC1 (stereo unspecified)	nt	5	nt	2	-0.2	16	-2.3	nt	nt
CC(=O)Nc1ccc(OCC(O)Cn2c(CO)nc3ccccc32)cc1 (stereo unspecified)	6	2	-2.4	6	nt	0	-2.0	2	1
O=S(=O)(NC1CC1)c1ccc(S(=O)(=O)N2CCCC(c3nc(-c4cccnc4)no3)C2)cc1 (stereo unspecified)	3	5	0.5	5	nt	0	1.2	-9	8
CC(C)CNC(=S)N(CCCO)Cc1cc2cc3c(cc2[nH]c1=O)OCO3	21	-1	4.1	33*	-0.9	-36	1.6	-3	9
COCCCNC(=O)C1CCC(=O)N1Cc1ccccc1Cl (stereo unspecified)	1	-1	2.6	0	-0.2	-8	0.1	-8	4
Cc1c(NC(=O)Nc2ccc([N+](=O)[O-])cc2)c(=O)n(-c2ccccc2)n1C	16	-3	-5.2	-4	-2.4	16	-2.3	-4	3
Cc1noc(C)c1CSCC(=O)Nc1nnc(CC(C)C)s1	4	8	-1.6	-1	-0.7	8	-3.2	-7	-2
CN(Cc1cccc(Cl)c1)C(=O)C1CCC(=O)N(C2CC2)C1 (stereo unspecified)	6	3	1.0	3	-11	9	-0.1	-3	-10
CCOC(=O)Cc1csc(NC(=O)COc2ccc3c(C)cc(=O)oc3c2)n1	2	-4	0.0	23	nt	-1	-2.2	0	9
c1cc2c(cc1CN1CCOCC1)OCO2	10	-5	2.8	0	-3.7	-6	0.4	-3	16
O=C(COc1cccc(Oc2ccccc2)c1)Nc1ncccn1	5	0	3.1	-1	nt	nt	-1.6	-8	-12
CCn1c(CC(=O)Nc2ccccc2)nnc1SCC(=O)Nc1nncs1	8	8	-2.5	-1	-0.8	-1	-0.6	3	29
C=CCn1c(SCc2c(F)cccc2Cl)nnc1-c1ccco1	4	1	-0.3	5	7.3	0	-15	-6	4
COc1ccc(C(=O)N2CCc3ccccc32)cc1S(=O)(=O)N1CCOCC1	-3	0	1.4	-1	1.5	-10	-0.8	-8	-15
Cn1c(SCC(=O)N2CCN(C(=O)c3ccco3)CC2)nnc1-c1ccc(NS(C)(=O)=O)cc1	-2	9	3.9	4	-1.3	0	0.8	-6	1
O=Nc1c(O)ccc2cc(S(=O)(=O)O)ccc12	6	nt	nt	-4	-2.2	-3	-2.1	nt	6
CCN(CC)C(=O)C1=C(C)N(Cc2ccc(C(C)(C)C)cc2)C(=O)C(CC(=O)NCCN2CCOCC2)C1 (stereo unspecified)	13	3	nt	-1	0.4	-2	-0.6	nt	9
N#Cc1ccc(N2C(=O)[C@@H]3C(C(=O)c4ccc5ccccc5n4)=NN[C@@H]3C2=O)cc1	8	-3	2.6	-3	-1.4	-2	-6.1	-5	120*
O=C1Nc2ccc(S(=O)(=O)NCc3ccccn3)c3cccc1c23	11	-36	nt	76*	-0.3	-3	-3.2	nt	-23
COc1ccc(-n2nnnc2SCC(=O)NC2CC2)cc1	1	1	-0.2	3	-0.3	-23	-0.8	1	-2
CCOC(=O)C1CCCN(C(=O)c2ccccc2NC(C)=O)C1 (stereo unspecified)	-6	-3	-1.3	1	nt	6	-1.7	1	-19
COc1ccc(NC(C)=O)cc1S(=O)(=O)Nc1ccc(S(=O)(=O)N2CCCCC2)cc1	2	-9	1.1	-1	-0.4	-2	-0.3	4	11
C(=N\Nc1nc(Nc2ccccc2)nc(Nc2ccccc2)n1)/c1ccncc1	16	-12	0.6	-4	0.9	-1	-4.3	-13	15
CCC(=O)N1CCN(C(=O)c2ccccc2)CC1	5	1	-2.8	1	-1.5	8	-1.3	8	-14
COc1ccc(CC(=O)Nn2c(-c3ccccc3)nc3ccccc3c2=O)cc1	6	8	-0.1	3	nt	-13	-2.3	-8	4
O=C(CSc1ccccc1C(=O)NCc1ccccc1)NC12CC3CC(CC(C3)C1)C2	1	-5	1.0	-1	nt	-12	1.8	-4	-2
CCOc1cc(S(=O)(=O)Nc2ncn[nH]2)ccc1Br	-4	-2	1.4	2	-1.2	6	-1.0	-6	-5
COCCCN1CC(=O)N2C(c3cccc(OC)c3)c3[nH]c4ccccc4c3C[C@H]2C1=O (stereo partly specified)	-8	-1	-0.4	-1	-1.0	-11	0.6	4	14
c1ccc2c(c1)CNc1ccccc1O2	8	3	0.5	-1	-1.0	-1	0.5	9	1
COc1ccc(Cl)cc1C(=O)NC1CC(C)(C)NC(C)(C)C1	2	-1	nt	-2	-1.7	2	0.8	nt	13
COc1ccccc1CNC(=O)Cn1ccsc1=N	2	-2	0.8	3	-2.6	3	0.7	7	-2
CC(=O)c1cccc(NC(=O)N2C[C@H]3C[C@@H](C2)c2cccc(=O)n2C3)c1	-3	-6	-0.1	-1	-1.9	0	-1.1	1	11
CCN(C#N)c1nc(NC(C)C)nc(NC(C)(C)C)n1	6	4	3.8	-3	nt	-6	-0.8	3	17
O=C(Nc1ccncc1)c1cccs1	4	9	-1.8	3	0.0	-11	-0.2	6	6
COc1ccccc1N1CCN(S(=O)(=O)CCNC(=O)C23CC4CC(CC(C4)C2)C3)CC1	-2	-3	-0.2	0	0.7	0	-2.4	-6	5
CNC(=O)C(=O)N/N=C/c1ccc(Br)cc1	0	-1	-0.6	1	nt	-6	-1.6	0	1
CN(C)c1nc(N)nc(-c2ccco2)n1	9	-2	3.8	2	-0.6	3	-1.1	-1	-2
O=c1ccc(-c2ccc([N+](=O)[O-])cc2)nn1-c1ccccc1	7	-16	2.1	-2	nt	-4	-1.6	2	-2
Cc1ccc(CNC(=O)C2CCC(=O)N(Cc3ccccc3F)C2)s1 (stereo unspecified)	7	-6	0.5	5	1.6	5	-1.7	4	-14
CCOc1ccc(NC(=O)CN2C(=O)C(C)SC(C)C2=O)cc1 (stereo unspecified)	-5	7	0.2	0	-0.5	-7	-0.4	4	0
COc1ccc(Cl)cc1NC(=O)CN1CCN(S(=O)(=O)c2ccc(F)cc2)CC1	0	-10	1.2	-1	-1.0	-12	-1.8	-7	-4
CC(C)c1ccc(NC(=O)C2=CC=CN3CCS(=O)(=O)N=C23)cc1	12	-13	nt	3	nt	2	-0.7	nt	2
Cc1ccc(S(=O)(=O)N2CCC(C(=O)NNS(=O)(=O)c3ccc(Cl)cc3)CC2)cc1	-1	3	-1.3	0	-0.1	3	0.1	1	6
CC(Sc1n[nH]c(N)n1)C(=O)NC1CCCCC1C (stereo unspecified)	-2	2	1.3	-1	-1.9	-1	-1.4	1	-3
COCCN(C(=O)c1c(C)noc1C)c1c(N)n(CC(C)C)c(=O)[nH]c1=O	5	5	-2.8	2	-1.6	-6	-3.2	2	2
O=C(Cc1cccs1)N/N=C/C=C/c1ccccc1	-5	6	0.6	3	5.8	-6	0.3	0	-2
CC(=O)Nc1ccccc1C(=O)C(=O)Nc1cccc(C(=O)NCc2ccccc2)c1	4	-10	1.9	4	2.2	-2	-1.1	-7	5
CC(CNS(=O)(=O)c1ccc2c(c1)CC(=O)N2C)c1ccccc1 (stereo unspecified)	2	8	3.6	1	0.2	1	-1.6	-5	2
Cc1noc(C)c1COc1ccc(CC(=O)NCCc2ccccc2)cc1	-4	1	-1.5	-2	nt	8	-4.4	8	12
O=C(Cn1c(NCCCl)nc2ccccc21)c1ccc(Br)cc1	6	-5	0.5	-1	0.6	nt	-1.7	4	3

6 entries from above, with two lines to a compound:
The line under a structure holds: GDH-TPI counter | PrPC TRFRET | UGM FP inh | FBA Mtb inh | Mtb BioA inh | BoNT F protease | FadD28 FP inh | Rv3671c inh | MazEF act
> C(=N\Nc1nc(Nc2ccccc2)nc(Nc2ccccc2)n1)/c1ccncc1
    16 | -12 | 0.6 | -4 | 0.9 | -1 | -4.3 | -13 | 15
> Cc1cc(/C=C(\C#N)C(=O)NCc2ccccc2)c(C)[nH]1
    31* | -3 | nt | -2 | -3.1 | -10 | 2.1 | nt | 12
> CN(C)CCN(C(=O)c1ccc2ccccc2c1)c1nc2c(F)cc(F)cc2s1
    -7 | -7 | 2.5 | 1 | 0.4 | -6 | -5.4 | 2 | -9
> c1cc2c(cc1CN1CCOCC1)OCO2
    10 | -5 | 2.8 | 0 | -3.7 | -6 | 0.4 | -3 | 16
> CC(C)CNC(=S)N(CCCO)Cc1cc2cc3c(cc2[nH]c1=O)OCO3
    21 | -1 | 4.1 | 33* | -0.9 | -36 | 1.6 | -3 | 9
> CCn1c(CC(=O)Nc2ccccc2)nnc1SCC(=O)Nc1nncs1
    8 | 8 | -2.5 | -1 | -0.8 | -1 | -0.6 | 3 | 29

Following part.
SMILES	GDH-TPI counter	PrPC TRFRET	UGM FP inh	FBA Mtb inh	Mtb BioA inh	BoNT F protease	FadD28 FP inh	Rv3671c inh	MazEF act
CCCN(C(=O)COC(=O)CCOc1ccccc1C)c1c(N)n(Cc2ccccc2)c(=O)[nH]c1=O	-1	-5	-3.1	-2	-1.1	8	-3.2	-1	-9
CCc1ccccc1NC(=O)c1cc([N+](=O)[O-])ccc1N1CCOCC1	4	-16	-1.2	-1	2.3	1	-3.9	-7	5
COc1cccc2[nH]c(C(=O)NCc3ccccc3)cc12	1	2	1.1	68*	1.4	?	-4.0	3	12
COC(=O)c1sc(-c2ccc(C(C)(C)C)cc2)cc1NC(=O)COCC(=O)O	16	-6	-0.4	19	8.4	?	-6.0	-12	-1
O=C(NCC(NS(=O)(=O)OCC(Cl)(Cl)Cl)c1ccccc1)C(F)(F)F (stereo unspecified)	9	1	1.6	1	0.6	-5	-0.1	3	4
CN(C)CCNc1ncnc2c1ncn2[C@H]1CN(Cc2ccncc2)C[C@@H](CO)O1	14	1	nt	3	-2.2	0	0.2	nt	nt
CCCOc1ccccc1NP(=O)(Oc1ccccc1)Oc1ccccc1	3	-4	-0.9	2	-0.7	-20	0.1	0	-17
COc1ccc(C2=NOC(Cn3nc(C(=O)NCc4ccc(C)cc4)cc3-c3ccccc3)C2)cc1 (stereo unspecified)	0	-10	0.7	0	-1.9	0	-2.1	-35	-12
CCC(=O)N(Cc1cc(=O)[nH]c2ccccc12)c1ccccc1OC	4	5	2.4	3	-1.8	-20	0.5	0	2
Cc1cc(C)c(S(=O)(=O)Nc2ncn[nH]2)c(C)c1	-2	-3	-3.7	-2	-0.6	-4	-1.7	nt	6
CN(Cc1c(C(=O)N(C)Cc2ccccc2)nc2ccccn12)CC1Cc2ccccc2O1 (stereo unspecified)	8	0	1.8	1	5.3	-2	0.6	-8	-7
CC(NC(=O)c1cc2cc(Br)ccc2oc1=N)c1ccccc1 (stereo unspecified)	9	0	4.7	-1	0.3	8	0.4	-3	-3
O=C(Nc1cccc(Oc2ccccc2)c1)C1Cc2c(-c3ccco3)ccnc2O1 (stereo unspecified)	10	3	nt	6	-0.8	-6	-3.0	nt	nt
CCOC(=O)C1CCN(C(=O)COc2cccc3ccccc23)CC1	6	8	3.9	-4	-5.9	-5	nt	-8	-2
O=C(Nc1ccccc1)OC1CC2CC1C1CCCC21 (stereo unspecified)	-1	-5	0.2	-3	-0.3	-5	-0.1	2	9
